# Bioassay records deposited in PubChem by several laboratories.
# GC-A act: GC-A stimulated cGMP production enhancers – HEK293 GC-A cells, cGMP TR-FRET, EC30 ANP, primary screen | Atrial natriuretic peptide receptor 1 (Homo sapiens), P16066 | 0% at EC30 ANP, 100% saturating ANP | activation, % at 10 µM | 370,000 compounds, 0.14% hits; in the data active means activation above about 40%
# hcDAF-12 act: H. contortus DAF-12 nuclear receptor activators, primary screen, cell-based, luminescence, HEK293, lit1-tk-luc reporter; HEK293 hcDAF-12 lit1-tk-luc reporter; 0% DMSO, 100% Δ7-dafachronic acid; 370,000 compounds, 1.4% hits; activation, % at 6.8 µM;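 active means activation above the mean of all tested compounds plus 3 SD, cut at about 5.5% in these data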;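 further: 100% = response to 3 µM Δ7-dafachronic acid high control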
# hgDAF-12 ag: H. glycines DAF-12 receptor agonists, primary screen, cell-based, luminescence, HEK293, GAL4 fusion, UAS-luciferase; HEK293 GAL4-hgDAF12 UAS-luciferase reporter, agonist luminescence; normalized to butyrate control; activation, % at 6.8 µM; 370,000 compounds, 1.8% hits; AID 687014, 2013;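 active means activation above a cutoff set at the mean of all screened compounds plus 3 SD, cut at about 10% in these data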;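 further: 0% = DMSO wells and 100% = sodium butyrate wells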
# NPR2 activator: human GC-B receptor activators, primary screen, HEK293 GC-B cells, cGMP TR-FRET, EC30 CNP. 370,000 compounds, 0.11% hits. Atrial natriuretic peptide receptor 2 (Homo sapiens), P20594. 0% at EC30 CNP, 100% saturating CNP. activation, % at 10 µM;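 active means activation at 10 µM reaching about 35% in either raw or pattern-adjusted values, limit read from the data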
# SMARCA2 activ: SMARCA2 (BRM) function activators, primary screen, cell-based, luminescence, high throughput | MG213 cells, MMTV-luciferase reporter, dexamethasone, overnight | activation, % at 9.1 µM | 370,000 compounds, 1% hits; in the data active means activation above about 7.8%;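 further: 0% = vehicle wells and 100% = reference activator wells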
# ssDAF-12 act: S. stercoralis DAF-12 nuclear receptor activators, primary screen, cell-based, luminescence, HEK293, GRIP1 co-expression, lit1-tk-luc; 370,000 compounds, 1% hits; activation, % at 6.8 µM; HEK293 ssDAF-12/GRIP1 lit1-tk-luc reporter; % of 3 µM dafachronic acid response; Nuclear hormone receptor DAF-12 (Strongyloides stercoralis); AID 652126, 2013;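 active means activation above the mean over all tested compounds plus 3 SD, cut at about 0.9% in these data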;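 further: 0% = DMSO-only wells and 100% = 3 µM delta7-dafachronic acid wells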
# GAA850 FXN act: FXN promoter activators, primary screen, cell-based, luciferase luminescence, HEK293 lucGAA850. HEK293 lucGAA850 FXN promoter luciferase reporter, 24 h; percent of 10 µM SAHA response. activation, % at 6 µM. 360,000 compounds, 0.56% hits. AID 540364, 2011;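 active means activation above the average of all compounds screened plus 3 SD, cutoff fixed separately per campaign, cut at about 7.5% in these data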;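 further: 0% = DMSO wells and 100% = 10 µM SAHA wells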
# proKLK7 act: proKLK7 zymogen activators, primary screen, biochemical, fluorescence intensity | purified proKLK7, EDANS-DABCYL substrate fluorescence; 100% is mature enzyme control, 0% vehicle | activation, % at 7 µM | 370,000 compounds, 0.9% hits | AID 652039, 2013;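 active means activation above the mean of all tested compounds plus 3 SD, computed per campaign excluding outliers beyond control limits, cut at about 13% in these data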
# Target sequence (P49862 whole entry, looked up): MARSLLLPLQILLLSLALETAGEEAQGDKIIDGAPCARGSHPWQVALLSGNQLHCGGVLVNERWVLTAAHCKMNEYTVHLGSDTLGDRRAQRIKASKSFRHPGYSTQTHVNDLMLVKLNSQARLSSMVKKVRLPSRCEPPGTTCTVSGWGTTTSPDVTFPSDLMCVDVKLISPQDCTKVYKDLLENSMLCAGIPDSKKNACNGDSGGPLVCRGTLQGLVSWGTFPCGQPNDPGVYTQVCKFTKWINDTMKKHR
# DAX1 inh-1: DAX1 (NR0B1) inhibitors, primary screen, cell-based, HEK293, Gal4-DAX1, luciferase luminescence | inhibition, % at 6.75 µM | 340,000 compounds, 0.99% hits | AID 504766, 2011 | HEK293 Gal4-DAX1 luciferase reporter | Nuclear receptor subfamily 0 group B member 1 (Homo sapiens), P51843;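 active means inhibition above the mean over all tested compounds plus 3 SD, cut at about 4.2% in these data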;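 further: 0% = DAX1-transfected cells with DMSO and 100% = empty-vector control cells with DMSO; inhibition shows as a rise in luminescence from relieved DAX1 repression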
# Target sequence (P51843 207-470 limits assumed): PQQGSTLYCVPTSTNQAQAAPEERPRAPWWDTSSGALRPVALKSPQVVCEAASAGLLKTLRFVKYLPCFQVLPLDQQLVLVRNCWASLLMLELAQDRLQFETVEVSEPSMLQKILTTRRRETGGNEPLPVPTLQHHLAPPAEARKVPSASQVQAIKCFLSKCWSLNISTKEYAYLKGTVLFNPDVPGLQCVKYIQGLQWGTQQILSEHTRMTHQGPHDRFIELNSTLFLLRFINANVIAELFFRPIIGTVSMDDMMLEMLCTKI
# DAX1 inh-2: DAX1 (NR0B1) inhibitors on StAR promoter, primary screen, cell-based, luminescence, SF-1 (NR5A1), full-length DAX-1. HEK293T StAR-luciferase reporter, SF-1/DAX-1 repression relief. inhibition, % at 6.8 µM. 370,000 compounds, 1.1% hits. AID 652010, 2013;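 active means inhibition above the mean over all tested compounds plus 3 SD, cut at about 3.6% in these data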;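 further: 0% = DAX-1 cells with DMSO and 100% = cells lacking DAX-1 with DMSO; higher inhibition means more luminescence from relief of DAX-1 repression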
# HGIII-sPLA2 inh: human group III sPLA2 inhibitors, primary screen, biochemical, QFRET, BODIPY PC-A2 liposome substrate; Group 3 secretory phospholipase A2 (Homo sapiens), Q9NZ20; QFRET BODIPY PC-A2 liposome hydrolysis, fluorescence; inhibition, % at 12.2 µM; 370,000 compounds, 0.56% hits; AID 743126, 2013;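 active means inhibition above mean plus 3 SD of compounds lying within the high and low control bounds, cut at about 19% in these data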;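 further: 0% = median of test compound wells and 100% = no enzyme DMSO wells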
# Target sequence (Q9NZ20 whole entry, looked up): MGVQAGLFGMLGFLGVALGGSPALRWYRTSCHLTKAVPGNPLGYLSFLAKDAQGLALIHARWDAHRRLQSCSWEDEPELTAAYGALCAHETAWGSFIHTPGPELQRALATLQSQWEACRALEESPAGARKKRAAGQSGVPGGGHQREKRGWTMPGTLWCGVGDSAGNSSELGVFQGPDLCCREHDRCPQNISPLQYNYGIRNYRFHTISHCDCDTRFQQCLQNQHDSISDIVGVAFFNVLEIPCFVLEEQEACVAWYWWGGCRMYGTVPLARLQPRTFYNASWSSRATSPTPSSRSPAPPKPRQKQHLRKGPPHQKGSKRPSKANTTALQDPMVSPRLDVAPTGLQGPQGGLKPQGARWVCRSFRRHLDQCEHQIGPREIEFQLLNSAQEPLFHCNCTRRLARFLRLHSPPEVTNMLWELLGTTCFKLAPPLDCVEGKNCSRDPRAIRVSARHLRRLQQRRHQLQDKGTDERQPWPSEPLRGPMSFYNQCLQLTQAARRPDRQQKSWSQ
# * hit, by the source's call; x = no result given.
cpd	canonical_smiles	GC-A act	hcDAF-12 act	hgDAF-12 ag	NPR2 activator	SMARCA2 activ	ssDAF-12 act	GAA850 FXN act	proKLK7 act	DAX1 inh-1	DAX1 inh-2	HGIII-sPLA2 inh
1	O=C(CCN1CCCCO1)N1CCCC(Nc2ccc(F)c(F)c2)C1 (stereo unspecified)	2.4	0.0	0.1	2.3	-4.0	-1.3	2.5	0.6	-0.1	-0.6	-0.7
2	Cc1ccc(CNS(=O)(=O)NCc2cccs2)cc1	0.9	2.6	2.7	-0.2	-2.7	-0.8	-0.4	-0.5	-0.4	-0.1	0.1
3	CCOc1ccc(C(=O)CSc2nnc(SCc3ccc(Cl)cc3)s2)cc1	-1.0	-0.5	-0.8	-4.7	-4.0	-0.4	x	0.2	x	0.7	-2.9
4	Cc1ccc(C)n1-c1ccc(C(=O)N2CCOCC2)cc1	4.4	-1.7	-1.5	1.3	0.5	-1.1	0.2	-0.9	-0.4	0.3	-4.2
5	CCCCN(C(=O)c1cccc(S(=O)(=O)N2CCN(Cc3ccccc3)CC2)c1)c1ccccc1	4.8	1.1	1.1	4.7	-1.0	0.3	-0.3	-0.7	0.7	-0.7	4.5
6	O=C(Nc1cc(C(F)(F)F)ccc1Cl)c1cccnc1	2.0	-2.3	1.8	2.4	-1.4	-1.5	-1.6	0.3	0.4	-0.4	5.7
7	COc1ccnc2c1c(=O)n(Cc1ccc(F)cc1)c(=O)n2C	7.7	-0.1	0.5	6.3	0.0	-1.1	2.1	0.4	1.6	0.4	1.4
8	CN(C)c1ccc(CNn2cnnc2SCc2ccccc2F)cc1	3.6	1.1	3.5	3.2	10.1*	-1.3	3.0	-0.5	1.8	0.3	-0.9
9	Cc1c(C(=O)Nc2ccc(OC(F)(F)F)cc2)sc2nc3n(c(=O)c12)CCC3	2.1	-3.6	-4.2	-5.2	-4.8	-1.8	0.7	-2.7	-1.6	-0.7	5.1
10	Cc1ccc(NC(=O)COc2ccc(CCO)cc2-n2nc3ccccc3n2)cc1C	-5.3	-4.3	-3.4	-6.0	-3.6	-2.1	4.4	-0.2	-2.3	-1.6	-24.3
11	C[C@H]1CN([C@@H](C)CO)C(=O)c2cc(NC(=O)C3CCCCC3)ccc2O[C@H]1CN(C)CC1CCCCC1	3.5	-1.8	-0.3	6.8	0.4	-1.2	-0.2	1.1	3.1	1.2	1.1
12	O=C(Cn1nc(-c2ccccc2)ccc1=O)Nc1ccc(NC(=O)c2ccccn2)cc1	-6.3	-1.3	-1.4	-8.1	1.8	-0.5	-0.9	-0.2	0.1	0.0	0.0
13	CCN(CC(=O)Nc1ccccc1C(F)(F)F)C(=O)CN1C(=O)NC(C)(c2ccccc2)C1=O (stereo unspecified)	3.0	0.5	0.5	3.0	-2.6	-0.6	1.9	0.1	0.5	-0.2	-3.8
14	COc1ccc(C(=O)n2c(C)c(CCO)c(=O)n2C)cc1	-2.9	1.1	2.3	-12.1	-5.7	-0.3	-1.4	0.0	-0.4	-0.5	8.6
15	CCOC(=O)N1CCN(C2CC(=O)N(c3ccc(C)cc3)C2=O)CC1 (stereo unspecified)	-1.0	-1.0	0.5	3.5	-3.4	-0.8	0.1	-0.1	0.5	0.9	15.1
16	CCCCCCn1c(=O)c(Cc2ccccc2)c(O)c2ccccc21	7.7	0.0	-2.0	1.6	0.1	-1.0	0.4	0.0	-1.2	-0.4	4.3
17	Nc1nc(SCC(=O)NCc2ccccc2)n[nH]1	4.0	-1.6	-2.3	5.8	-0.8	-1.2	-0.1	-0.9	3.8	0.4	9.2
18	Cc1ccc(S(=O)(=O)N2CCN(C(=O)c3cccc(F)c3)CC2)cc1	-4.4	-1.1	0.8	-7.5	0.2	-1.1	0.8	0.2	-0.4	-0.6	-3.6
19	CC(C)(C)CC(C)(C)NC(=O)c1ccccc1	0.3	-0.5	-1.4	-1.2	-1.8	-0.1	-1.0	0.0	0.7	-0.6	4.0
20	COc1ccc(NC(=O)COc2cccc(C(F)(F)F)c2)cn1	1.8	-2.5	0.3	-5.3	-2.0	-1.1	-2.3	0.4	-1.4	0.1	-9.6
21	COc1cccc(/C=N/NC(=O)CSc2ccccc2C)c1OC	3.7	-0.3	0.1	3.2	6.0	-0.5	-0.2	0.3	3.1	-0.5	-0.6
22	O=S(=O)(NCCN1CCOCC1)c1cccs1	2.2	-0.3	1.1	-0.3	0.5	-1.0	0.8	-0.5	1.6	0.3	0.1
23	O=C(N1CCOCC1)N1CCN(c2ccc(F)cc2)CC1	-0.5	0.4	0.7	0.3	-0.6	0.9	-3.7	0.0	1.1	1.6	2.5
24	Cn1nnnc1SCC(=O)N1c2ccccc2Sc2ccc(Cl)cc21	-18.0	-0.5	-1.9	-19.0	0.6	-1.5	0.8	0.3	-0.9	-1.2	-10.7
25	NC(=O)[C@@H]1CC2(CC(c3cccc(NC(=O)[C@H]4CCC(=O)N4)c3)=NO2)CN1C(=O)c1ccc(Cl)cc1 (stereo partly specified)	-1.8	-0.2	3.6	6.0	1.1	-0.8	-0.7	-0.2	-0.6	0.1	2.8
26	COc1ccc(OC)c(N=C(N)N=C(N)N)c1	0.6	-0.9	-0.8	-1.1	-2.3	-0.6	2.4	0.1	0.4	0.4	6.3
27	CC(C)Cc1ccc(CN2CCCC(NC(=O)CCn3cnnn3)C2)cc1 (stereo unspecified)	0.8	-1.4	-2.2	1.7	-2.7	-0.7	-0.1	0.1	-0.2	1.2	-22.5
28	COc1ccc(/C=N/Nc2nc3ccccc3o2)cc1OC	8.7	4.5	8.4	1.3	4.5	-0.2	6.5	0.6	2.6	3.8*	-9.2
29	O=C1C2C3C=CC(C3)C2C(=O)N1c1cccc2cccnc12 (stereo unspecified)	4.6	-0.2	-1.3	6.4	-1.3	0.2	-0.7	0.8	1.9	0.9	2.1
30	CC1CC(C)CN(C(=O)c2cccc(NC(=O)CC3SC(N4CCCCC4)=NC3=O)c2)C1 (stereo unspecified)	-2.9	-2.2	-1.8	5.7	2.3	-1.3	0.8	0.2	-2.0	-1.2	-11.3
31	CC(NCC(=O)NCCc1ccc(S(N)(=O)=O)cc1)c1ccc(F)cc1 (stereo unspecified)	1.5	1.4	2.4	10.0	-1.0	-0.2	0.5	0.6	1.0	0.9	2.6
32	COc1ccc(C(=O)Nc2ccc(C)c(S(=O)(=O)N3CCCCCC3)c2)cc1	0.0	-3.1	-4.3	2.4	-2.5	-2.8	-1.2	0.2	-4.9	-3.2	-6.6
33	CCC(=O)Nc1cc(C(=O)OCC(=O)c2ccc(Cl)cc2Cl)ccc1C	56.6*	0.9	2.4	2.0	-1.9	-1.6	-1.8	0.1	-0.4	0.4	-23.9
34	CNS(=O)(=O)c1cccc(C(=O)NCC(c2cccs2)N2CCOCC2)c1 (stereo unspecified)	0.9	1.5	-1.9	4.4	1.8	-0.5	-0.2	-0.9	-0.6	1.2	2.2
35	C=CCN1c2ccccc2[C@]23C[C@@H](C(=O)OC)N(C(=O)C4CCC4)C2=NC(C(=O)OC)=C(C(=O)OC)[C@H]13	-14.8	-0.5	0.3	-19.2	0.6	-1.2	-0.5	-0.1	0.9	0.3	4.6
36	COc1cccc(NC(=O)CN2CCc3ccccc3C2)c1	0.8	1.3	6.9	4.5	2.3	-0.5	0.9	0.2	0.8	1.1	3.6
37	CC1CCN(C(=O)CSc2nnc(-c3ccccc3F)o2)CC1	1.0	-0.5	0.3	2.4	-1.2	-1.2	0.2	0.1	1.4	0.0	-2.5
38	O=C(CCCc1nc2ccccc2s1)NCc1ccccc1	-2.6	-0.3	3.0	6.3	-1.6	-0.1	0.1	-0.5	-0.7	0.3	7.5
39	Cc1ccc(C)c2[nH]c(=O)c(CN(Cc3cccnc3)C(=S)NCc3ccco3)cc12	-0.9	-2.4	-1.8	1.1	-3.1	-1.9	0.6	0.3	-1.9	-0.8	-2.9
40	O=c1nc(Nc2ccc(Br)cc2)sc2ccc([N+](=O)[O-])cc12	2.9	2.1	3.4	-3.5	-4.8	-0.9	0.1	-0.1	-1.9	0.3	-7.7
41	COc1cc(SC)ccc1C(=O)NCCN1CCOCC1	-2.3	-1.4	-4.0	0.2	-6.4	-1.3	-2.2	0.3	-1.1	0.2	3.4
42	Cc1ccc(S(=O)(=O)NC2CCCCCC2)cc1C(N)=O	2.2	0.8	-3.0	1.0	-2.2	-1.2	0.3	0.4	0.1	1.3	2.0
43	O=C(CC1CCCC1)N1CCN(S(=O)(=O)c2c(F)cccc2F)CC1	0.5	-1.2	0.8	-1.1	-1.9	-1.0	-0.8	0.0	1.1	0.0	-4.3
44	CCOC(=O)c1sc2nc(C)nc(SCC(N)=O)c2c1C	8.0	1.2	3.0	-0.8	-1.1	-1.3	2.3	-0.2	-0.8	0.2	2.5
45	Cc1cn([C@H]2C[C@H](O)[C@@H](CCC(=O)NCc3ccc4c(c3)OCO4)O2)c(=O)[nH]c1=O	2.0	-1.0	-1.3	1.8	0.5	-1.1	x	-0.7	x	-0.9	5.2
46	CCCC[C@H](CCCc1ccc(F)cc1)CCC(=O)N(c1ccccc1)c1ccccc1	1.3	-0.1	-2.5	4.3	0.5	-1.4	x	0.2	x	0.7	-0.5
47	Cn1nnnc1SCC(=O)Nc1ccccc1Cl	2.0	-1.7	-1.3	0.7	-1.2	-0.7	-0.5	0.3	-0.9	0.4	3.3
48	COc1ccc(C(=O)N2N=C3CC(C)(C)OCC3C2c2ccccc2)cc1 (stereo unspecified)	2.4	-0.9	-3.0	2.2	-1.4	-0.5	-2.0	-0.7	-0.9	-0.3	0.0
49	Cc1cc(=O)[nH]c(SC(C)C(=O)Nc2cccc3ccccc23)n1 (stereo unspecified)	1.0	1.1	-1.5	3.9	-1.0	-0.7	0.3	0.2	-0.6	-0.2	-3.6
50	COc1cccc(CN(C)CC(=O)Nc2ccccc2N2CCOCC2)c1OC	-2.5	-0.4	0.5	3.4	0.0	-1.9	1.4	0.6	2.8	-1.1	-4.8
51	O=C1CC(Sc2nnnn2C2CCCCC2)C(=O)N1c1ccccc1 (stereo unspecified)	1.9	-0.7	1.4	7.5	3.9	-1.5	-0.2	0.6	0.7	0.7	-4.6
52	C=CCc1cc(C)ccc1OCCOCCn1ccnc1	0.4	-3.0	-2.8	1.7	-1.3	-1.7	2.8	0.0	-0.2	-0.3	-26.4
